# Rac1 wt GTP bind: wildtype Rac1 GTP binding modulators, primary screen, biochemical, GST-Rac1 beads, flow cytometry, multiplex. Ras-related C3 botulinum toxin substrate 1 (Homo sapiens), P63000. fluorescent GTP binding; actives lie on both sides; 0 = cold GTP competed, 100 = untreated. GTP binding activity (% of control), % at 10 µM. 0.27% of 190,000 active;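 active means GTP binding activity at least 20 points away from the 100% control level, either lower or higher; inconclusive means compound flagged as likely green fluorescent, judged across all proteins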
# Rac1 act GTP bind: GTP binding modulators of activated mutant Rac1, primary screen, biochemical, bead-based flow cytometry, multiplex, fluorescent GTP; percent activity (GTP binding), % at 10 µM; AID 764, 2007; Ras-related C3 botulinum toxin substrate 1 (Homo sapiens), P63000; 0.11% of 190,000 active; GST-Rac1 activated beads; actives lie on both sides; 100% means binding = to untreated wells;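 active means GTP binding at least 20 percentage points away from the 100% baseline, in either direction, so actives lie on both sides; inconclusive means Compound likely fluorescent itself, or too few beads counted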
# Rab7 wt GTP bind: modulators of GTP binding to Rab7, primary screen, biochemical, wildtype, multiplex bead flow cytometry | 0.055% of 190,000 active | Rab7 GTPase wild type (dog), Bodipy-FL-GTP binding | GST-Rab7 beads, fluorescent GTP binding; actives lie on both sides; untreated = 100%, excess cold GTP = 0% | GTP binding activity (percent of control), % at 10 µM;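 active means fluorescent GTP binding to Rab7 beads changed by at least 20 points from the 100% baseline, either direction, mostly lower; inconclusive means compound itself probably fluorescent, or too few beads counted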;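 further: median green fluorescence of bound Bodipy-FL-GTP per Rab7 bead population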
# Cdc42 wt GTP: modulators of GTP binding to wildtype Cdc42, primary screen, biochemical, multiplex bead flow cytometry, Bodipy-GTP; Cell division control protein 42 homolog (Homo sapiens), P60953; GST-Cdc42 beads; actives lie on both sides; percent activity (GTP binding), % at 10 µM; 0.2% of 190,000 active;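 active means percent activity GTP binding at least 20 points away from the 100% baseline, either down as inhibitor or up as activator; inconclusive means compound flagged as likely green fluorescent from well-wide comparison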;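 further: median bead fluorescence of bound Bodipy-FL-GTP at 100 nM; 0% = excess unlabeled GTP control and 100% = no compound control; below 100% means less GTP binding so inhibitor and above means activator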
# HRas wt GTP: modulators of GTP binding to HRas wildtype, primary screen, biochemical, bead-based flow cytometry, multiplex. GTP binding activity, % at 10 µM. GTPase HRas (Homo sapiens), P01112. AID 759, 2007. 0.14% of 190,000 active. GST-Ras wt beads, Bodipy-FL-GTP binding; actives lie on both sides;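 active means GTP binding activity at least 20% away from the 100% baseline, either lowered as inhibitor or raised as activator; inconclusive means flagged as likely green fluorescent, judged across all proteins in the well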;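 further: 0% = unlabeled GTP competition control and 100% = no-compound control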
# Target sequence (P01112 whole entry, looked up): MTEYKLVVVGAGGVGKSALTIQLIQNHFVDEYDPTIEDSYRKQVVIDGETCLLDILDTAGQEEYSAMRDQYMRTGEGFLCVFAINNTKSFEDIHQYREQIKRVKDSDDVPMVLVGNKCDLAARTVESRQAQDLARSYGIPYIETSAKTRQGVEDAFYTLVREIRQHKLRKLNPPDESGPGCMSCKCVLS
# Avidin fluor: green autofluorescence of compounds with avidin beads – biophysical, 488/530 nm, flow cytometry, artefact control, profiling panel; compound fluorescence 488/530 nm; hits give high values; fluorescence (KMESF) at 10 µM; 0.38% of 220,000 active; AID 1775, 2009; in the data active means fluorescence above about 47; further: inactives centre near 10
# ABCG2 block: ABCG2 efflux pump inhibitors, primary screen, multiplex with ABCB1, IgMXP3 cells, flow cytometry | 0.1% of 190,000 active | JC-1 efflux | inhibition, % at 6.6 µM | Broad substrate specificity ATP-binding cassette transporter ABCG2 (Homo sapiens), Q9UNQ0 | AID 1325, 2008;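 active means inhibition above 80%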;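 further: 0% = DMSO and 100% = nicardipine control wells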
# Target sequence (Q9UNQ0 whole entry, looked up): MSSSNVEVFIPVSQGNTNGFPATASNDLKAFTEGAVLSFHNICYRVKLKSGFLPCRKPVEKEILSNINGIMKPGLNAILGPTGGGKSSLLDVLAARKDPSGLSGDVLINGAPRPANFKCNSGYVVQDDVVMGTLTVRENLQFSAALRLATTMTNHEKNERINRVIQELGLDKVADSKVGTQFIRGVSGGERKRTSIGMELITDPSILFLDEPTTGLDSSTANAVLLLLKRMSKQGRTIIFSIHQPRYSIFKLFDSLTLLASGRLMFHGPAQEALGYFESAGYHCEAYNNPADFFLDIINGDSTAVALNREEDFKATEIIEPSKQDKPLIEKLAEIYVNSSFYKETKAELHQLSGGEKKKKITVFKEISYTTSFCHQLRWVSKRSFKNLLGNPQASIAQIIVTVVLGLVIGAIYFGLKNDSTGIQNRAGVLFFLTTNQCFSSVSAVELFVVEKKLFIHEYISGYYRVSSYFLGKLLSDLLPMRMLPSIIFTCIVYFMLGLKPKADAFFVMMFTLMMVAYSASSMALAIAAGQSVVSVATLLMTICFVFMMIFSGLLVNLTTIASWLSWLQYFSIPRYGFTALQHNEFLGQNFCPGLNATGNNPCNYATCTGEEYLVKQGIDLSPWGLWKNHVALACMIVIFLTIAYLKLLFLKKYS
#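 Test system: IgMXP3 (ABCG2) plus far-red-tagged CCRF-Adr (ABCB1) cells / Amount: 3 million cells/mL in well / Reagent: JC-1 transporter substrate / Timing: 10 min compound exposure, 25 °C / Signal: flow cytometry, 530 nm JC-1 signal / Read-out: percent efflux inhibition, scaled nicardipine 100% to DMSO 0% / Benchmarks: nicardipine as high control, DMSO as low control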
# Pf gametocyte: late stage P. falciparum gametocyte viability inhibitors, primary screen, ATP luminescence, HTS; 0.065% of 150,000 active; P. falciparum stage V gametocytes, 24 h; inhibition, % at 10.9 µM;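 active means inhibition above the mean plus 3 SD of compounds within the control limits, set per campaign, cut at about 38% in these data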;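 further: 0% = DMSO wells and 100% = medium only without gametocytes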
# ABCB1 block: ABCB1 efflux pump inhibitors, primary screen, cell-based, multiplex, flow cytometry, ABCG2 counter-screen | ATP-dependent translocase ABCB1 (Homo sapiens), P08183 | CCRF-Adr cells, JC-1 efflux | inhibition, % at 6.6 µM | 0.067% of 190,000 active; in the data active means inhibition above about 40%;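 further: 0% = vehicle and 100% = reference inhibitor; higher value means more JC-1 retained so stronger ABCB1 efflux block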
# Rab2A wt mod: modulators of GTP binding to Rab2A wildtype, primary screen, biochemical, dog, bead-based flow cytometry, multiplex; Ras-related protein Rab-2A (Canis lupus familiaris), P61105; GST-Rab2 wt beads, Bodipy-GTP binding; GTP binding activity, % at 10 µM; 0.19% of 190,000 active; AID 760, 2007;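 active means GTP binding activity at least 20 points away from 100%, either lowered or raised; inconclusive means signal likely due to the compound's own green fluorescence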;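 further: 0% = beads with excess unlabeled GTP and 100% = no-compound control corrected for plate trend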
# Mcl1-Noxa inh: Mcl-1/Noxa binding inhibitors, primary screen, biochemical, TR-FRET, 1536-well. TR-FRET Mcl-1/Noxa peptide binding, 2 h. inhibition, % at 21.7 µM. 1.5% of 220,000 active;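 active means compounds that cut the protein-peptide binding signal by more than 50% relative to plate controls in a single-dose test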;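 further: His-tagged Mcl-1 with rhodamine Noxa BH3 peptide and terbium anti-His antibody; 0% = Mcl-1 plus Noxa peptide wells and 100% = peptide-only wells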
# * = called active by the depositor; ? = inconclusive; / = not tested or not shown.
SMILES,Rac1 wt GTP bind,Rac1 act GTP bind,Rab7 wt GTP bind,Cdc42 wt GTP,HRas wt GTP,Avidin fluor,ABCG2 block,Pf gametocyte,ABCB1 block,Rab2A wt mod,Mcl1-Noxa inh
O=C(COC(=O)c1ccco1)NCc1cccs1,101,100,100,103,104,8,3,/,1.1,106,3
Cc1ccc(Cn2c(=N)n(CC(O)COc3ccccc3)c3ccccc32)cc1 (stereo not given),104,101,98,102,100,9,6,/,1.6,101,17
O=C(Nc1ccc2c(c1)OCO2)c1ccc(Cl)s1,105,100,103,105,102,6,0,-17,-0.2,102,6
Cn1c(-c2ccccc2)c(/C=N/NC(=O)c2cccnc2)c2ccccc21,103,97,106,101,102,8,2,/,0.3,100,25
CCn1cc(C(=O)O)c(=O)c2cc(F)c(N3CCN(C(=O)Nc4ccccc4)CC3)cc21,99,97,97,99,98,5,-2,1,0.3,98,-8
O=C(Nc1ccc2oc(=O)ccc2c1)c1cc([N+](=O)[O-])ccc1N1CCOCC1,98,97,101,95,95,9,3,-35,0.3,98,-2
O=C(/C=C/c1ccc(F)cc1)NCCNC(=O)/C=C/c1ccc(F)cc1,98,96,104,98,96,10,1,-25,0.4,98,-3
NCC(=O)Nc1ccc(Br)cc1,99,98,107,100,98,5,5,8,-0.3,100,5
COc1ccccc1C(=O)Nc1ccc(N2CCN(S(C)(=O)=O)CC2)cc1,102,102,99,102,102,13,13,/,-0.1,99,-2
CC1CCCN(CCCNC(=O)CCn2nc(-c3ccccc3)ccc2=O)C1 (stereo not given),?,?,?,?,?,16,-2,-8,-0.2,?,12
Cc1ccc(SCCNC(=O)c2ccc(C)c(S(=O)(=O)Nc3ccccc3C)c2)cc1,103,100,96,105,103,8,17,3,2.5,103,-12
CC1(C)NC(=O)N(CC(O)COc2ccc(N3C(=O)c4ccccc4C3=O)cc2)C1=O (stereo not given),105,96,100,99,100,34,5,/,-0.1,99,8
CCC1c2ccc(C)n2CCN1C(=O)Nc1ccccc1OC (stereo not given),106,100,98,101,101,9,-1,/,0.3,99,-2
Cc1nc(N2CCCCC2)c2c(C)c(C(=O)Nc3cccc(C(F)(F)F)c3)sc2n1,103,96,103,101,99,13,11,-2,0.7,102,10
COC(=O)C1=C(C)NC(C)=C(C(=O)OC)C1C(=O)OCC(=O)Nc1ccc(C(C)=O)cc1,92,93,96,94,95,9,3,/,-1.1,95,0
COc1nc(N/N=C/c2cc3c(cc2Br)OCO3)nc(N2CCOCC2)n1,100,96,95,99,97,35,42,/,4.5,99,20
CC(C)NC(=O)CSc1nc2ccccc2n1-c1ccccc1,100,97,98,102,97,22,59,18,1.1,100,9
COC(=O)Cc1ccc(NC(=S)NCCCN2CCOCC2)cc1,103,100,96,100,100,10,7,-21,1.1,97,-5
CCn1c(=O)n(CC)c2cc(S(=O)(=O)N3CCc4ccccc43)ccc21,101,99,94,102,100,6,3,/,0.7,99,5
Cc1nnc(NC(=O)CCC(=O)NCc2cccs2)s1,98,97,95,100,99,39,0,16,-0.1,96,-1
O=C(CSc1nnc(-c2ccco2)n1Cc1ccccc1)OC1CCCCC1,100,98,96,100,99,11,3,-30,0.5,98,-8
COc1ccc(CCCc2nnc(SCc3nc4ccccc4c(=O)[nH]3)n2C)cc1C,91,89,88,92,92,15,6,5,0.5,90,18
Cc1ccccc1C(=O)Nc1nnc(-c2ccc(F)cc2)o1,108,100,102,101,102,8,4,/,0.6,102,-35
COc1cc(NC(=O)COC(=O)c2ccc(C)c(S(=O)(=O)N3CCCCC3)c2)c(C)cc1[N+](=O)[O-],102,97,99,101,99,10,7,-13,1.4,99,13
C/C=C(\C)C(=O)NCCN1C2=NC[C@H](C(C)C)N2C[C@H]1Cc1ccc(O)cc1,96,95,96,98,96,6,2,-6,1.0,98,-6
# (cont.)
SMILES,Rac1 wt GTP bind,Rac1 act GTP bind,Rab7 wt GTP bind,Cdc42 wt GTP,HRas wt GTP,Avidin fluor,ABCG2 block,Pf gametocyte,ABCB1 block,Rab2A wt mod,Mcl1-Noxa inh
O=C(NCCN1CCCC1)C1CCN(S(=O)(=O)N2CCC3(CC2)OCCO3)CC1,101,98,100,103,97,10,2,-5,0.6,98,10
O=C(CN1CCCC1)N1CCCc2c1c(=O)oc1ccc(OCc3ccccc3)cc21,100,97,100,98,100,10,18,11,0.8,99,/
Cc1cccc(C(=O)O/N=C(\N)c2ccc(Br)cc2)c1,106,100,108,100,104,12,3,/,0.7,103,-6
COc1ccc(-c2cc(C(F)F)n3ncc(C(=O)N4CCCCC4)c3n2)cc1,100,98,101,99,99,35,2,-46,0.4,100,22
CC(Cc1cccs1)NC(=O)Nc1ccc(Cl)cc1 (stereo not given),103,98,98,103,100,8,5,/,0.5,99,6
O=c1c([N+](=O)[O-])c(N2CCCC2)c2ccccc2n1-c1ccccc1,96,91,91,95,90,13,1,/,-0.2,90,13
Cc1sc(NC(=O)c2ccccc2)c(C(=O)NCCN(C)C)c1C,99,98,98,100,100,10,5,/,0.7,101,6
CCN1CCCC1CNC(=O)c1c(O)c2c([nH]c1=O)CCCC2 (stereo not given),99,99,100,100,99,32,2,/,0.4,101,-2
CC1(C)CC(=O)C(C=NCCN2CCN(C(=S)Nc3ccc(F)cc3)CC2)=C(O)C1,99,97,100,101,99,14,0,9,0.1,98,10
COc1ccc(S(=O)(=O)ON=C2CC(C)(C)N(C(C)=O)C(C)(C)C2)cc1,97,97,102,96,100,21,1,-6,0.5,101,11
COc1cccc(/C=C/C(=O)OCC(=O)c2ccc3c(c2)NC(=O)CO3)c1OC,99,97,96,96,99,8,25,/,2.8,98,6
O=P(O)(O)c1ccccc1OCc1ccccc1,98,94,96,100,97,15,-1,-27,0.1,97,14
CC(C)CCOC(=O)C1C2C=CC3(CN(Cc4cccs4)C(=O)C13)O2 (stereo not given),108,102,102,99,102,8,1,/,0.4,99,-13
COc1cc(C(=O)NNC(=O)c2ccc(NC(C)=O)cc2)cc(OC)c1OC,91,93,99,90,94,1,-1,6,-0.7,95,-17
Cc1cccc(-c2nnc(SCC#N)n2-c2ccccc2)c1,102,98,98,105,103,36,2,-35,0.6,101,19
CC(C)=C1SC(N2CCN(c3cccc(C(F)(F)F)c3)CC2)=NC1=O,?,?,?,?,?,34,6,-9,0.7,?,12
COc1ccc(CCC(=O)N(C)CC(=O)Nc2ccc(N3CCOCC3)cc2)cc1,101,97,103,97,99,13,2,/,0.2,100,24

# For reference, part of the list above.
SMILES,Rac1 wt GTP bind,Rac1 act GTP bind,Rab7 wt GTP bind,Cdc42 wt GTP,HRas wt GTP,Avidin fluor,ABCG2 block,Pf gametocyte,ABCB1 block,Rab2A wt mod,Mcl1-Noxa inh
O=P(O)(O)c1ccccc1OCc1ccccc1,98,94,96,100,97,15,-1,-27,0.1,97,14
CC(C)CCOC(=O)C1C2C=CC3(CN(Cc4cccs4)C(=O)C13)O2 (stereo not given),108,102,102,99,102,8,1,/,0.4,99,-13
COc1cc(C(=O)NNC(=O)c2ccc(NC(C)=O)cc2)cc(OC)c1OC,91,93,99,90,94,1,-1,6,-0.7,95,-17
Cc1cccc(-c2nnc(SCC#N)n2-c2ccccc2)c1,102,98,98,105,103,36,2,-35,0.6,101,19
CC(C)=C1SC(N2CCN(c3cccc(C(F)(F)F)c3)CC2)=NC1=O,?,?,?,?,?,34,6,-9,0.7,?,12
COc1ccc(CCC(=O)N(C)CC(=O)Nc2ccc(N3CCOCC3)cc2)cc1,101,97,103,97,99,13,2,/,0.2,100,24
